Assay outcomes as filed in PubChem.
ATG4B inh: inhibitors of human ATG4B cysteine protease | ATG4B cleavage of LC3-PLA2, NBD-HPC fluorescence, 1 h | Q9Y4P1 | AID 504462 | inhibition, % at 8.33 µM | actives 0.51% (n = 340,000); in the data active = inhibition above about 40%
SENP1 inh: blocks the human SENP1 SUMO protease catalytic domain. actives 0.21% (n = 360,000). inhibition, % at 10 µM. Q9P0U3. recombinant SENP1 catalytic domain, CyPet-SUMO1-YPet FRET cleavage;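 active = inhibition at least 30% at 10 µM, raw YFP signal under a set limit, fluorescence ratio 0.5 to 1.5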;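 also: 0% = enzyme with DMSO and 100% = no enzyme wells; some results filed as inactive read as strong as hits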
Target sequence (Q9P0U3 419-644 limits assumed): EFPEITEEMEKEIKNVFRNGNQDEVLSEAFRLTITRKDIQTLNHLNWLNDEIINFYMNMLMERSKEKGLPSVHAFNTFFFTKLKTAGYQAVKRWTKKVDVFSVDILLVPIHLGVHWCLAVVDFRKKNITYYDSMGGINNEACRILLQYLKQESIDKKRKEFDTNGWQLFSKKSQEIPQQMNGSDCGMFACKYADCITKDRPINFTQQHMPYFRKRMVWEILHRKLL
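Material: hSENP1 catalytic domain, recombinant; medium: Tris pH 8 with BME, BSA, NP40 and catalase; compound: single concentration of 10 µM compound, 0.5% DMSO final; technique: FRET read of cyan and yellow fluorescence; timing: 50 min enzyme reaction, room temperature, light-protected; reagent: SFCypet-SUMO1-SFYpet substrate at 25 nM; control set: no-enzyme low, enzyme-DMSO high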
SENP6 block: SENP6 protease inhibition; Recombinant SENP6 catalytic domain, aminoluciferin luminescence; AID 2599; inhibition, % at 10 µM; Q9GZR1; actives 1.8% (n = 330,000);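 active = inhibition above about 50% at the single tested dose, limit read from the data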;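 also: plate controls were DMSO wells with enzyme for no effect and DMSO wells lacking enzyme for full effect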
PfGluPho inh: PfG6PD (Plasmodium falciparum) enzyme inhibition; PfGluPho enzyme, NADPH resazurin-diaphorase fluorescence; inhibition, % at 20 µM; actives 0.78% (n = 350,000);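 active = inhibition reaching at least a set limit at 20 µM in the primary screen, cut at about 59% in these data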;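 also: 0% = DMSO wells with substrate and 100% = DMSO wells lacking glucose-6-phosphate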
SENP8 block: blocks human SENP8 cleavage of Nedd8 substrate; Q96LD8; recombinant SENP8, Nedd8 substrate fluorescence; inhibition, % at 20 µM; actives 0.64% (n = 360,000); in the data active = inhibition mostly above about 40%, no sharp cut-off; inactive = mostly below about 27%
Target sequence (Q96LD8 whole entry, looked up): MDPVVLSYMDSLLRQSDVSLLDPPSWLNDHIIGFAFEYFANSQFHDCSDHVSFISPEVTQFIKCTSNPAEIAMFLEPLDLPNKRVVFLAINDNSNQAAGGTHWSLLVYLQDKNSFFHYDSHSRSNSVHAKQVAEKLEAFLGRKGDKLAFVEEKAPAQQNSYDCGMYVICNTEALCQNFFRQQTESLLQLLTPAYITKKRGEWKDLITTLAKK
NR3A LBD binder: modulators (binders) of human NR3A ligand-binding domain. NR3A LBD differential scanning fluorimetry, Tm shift; 0% = protein alone, 100% = glycine-bound protein. Tm shift relative to glycine control, % at 25 µM. actives 2.5% (n = 340,000). AID 1259313;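 active = melting temperature shift of at least 10% of the positive control shift, at one fixed dose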
MPTP block: blocks calcium-induced mitochondrial swelling. isolated mouse mitochondria, Ca2+ swelling absorbance, 30 min. inhibition, % at 10 µM. actives 1.4% (n = 360,000). AID 602449;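 active = inhibition of 50% or more, scaled per plate between neutral and stimulator controls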;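 also: 0% = DMSO wells given calcium and 100% = 1 mM EGTA wells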
hIAP act: human IAP activation; P09923; purified human IAP, CDP-Star luminescence, 30 min; active compounds read high; 1 = vehicle-only enzyme, 0 = enzyme-free background; activation factor at 10 µM; actives 0.16% (n = 330,000);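 active = activation factor of the enzyme at least 2-fold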; also: the source names both 10 and 20 µM as test concentration; values of inactives mirror those of a sister screen read the other way
Target sequence (P09923 whole entry, looked up): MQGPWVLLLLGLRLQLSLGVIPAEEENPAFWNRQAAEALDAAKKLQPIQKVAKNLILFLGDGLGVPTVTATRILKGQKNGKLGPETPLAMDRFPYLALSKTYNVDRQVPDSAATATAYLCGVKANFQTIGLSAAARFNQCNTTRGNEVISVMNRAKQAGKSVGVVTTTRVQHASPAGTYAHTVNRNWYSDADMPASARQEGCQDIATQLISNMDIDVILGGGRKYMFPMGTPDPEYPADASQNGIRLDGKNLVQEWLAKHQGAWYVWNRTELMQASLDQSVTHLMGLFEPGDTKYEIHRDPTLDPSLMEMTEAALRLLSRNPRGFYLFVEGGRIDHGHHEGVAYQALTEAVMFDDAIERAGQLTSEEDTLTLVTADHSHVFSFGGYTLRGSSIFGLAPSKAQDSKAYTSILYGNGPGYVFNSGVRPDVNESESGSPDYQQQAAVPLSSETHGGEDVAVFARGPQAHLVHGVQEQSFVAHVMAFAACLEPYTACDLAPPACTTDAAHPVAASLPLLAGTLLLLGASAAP
Active calls of the source: *; nt = no result given.

SMILES	ATG4B inh	SENP1 inh	SENP6 block	PfGluPho inh	SENP8 block	NR3A LBD binder	MPTP block	hIAP act
Cc1cc(C(=O)Nc2cccc(S(=O)(=O)N3CCOCC3)c2)c2ccccc2n1	1	2	-11	11	10	5	0.2	0.96
CCS(=O)(=O)c1nc(S(=O)(=O)c2ccc(Cl)cc2)c(NCc2ccccn2)s1	-7	0	-11	-6	2	-1	-2.8	1.1
COc1cc(CC(=O)OCC(=O)NCc2cccs2)cc(OC)c1OC	4	1	-4	-1	5	0	0.8	1
C=CCNc1nc(NC(C)(C)CO)nc(OCC)n1	-14	4	-2	5	18	-1	-0.1	0.92
Cc1ccc2nc(SCC(=O)N/N=C/c3ccco3)cc(C)c2c1	-2	-16	-5	69*	0	-3	-3.8	0.9
O=C(NCC1CCCO1)c1cccc(S(=O)(=O)Nc2ccc(SC(F)F)cc2)c1 (configuration not stated)	-5	2	6	4	7	0	0.0	1.1
COc1ccc(N2CCN(C(=O)CSc3nnc4nc(C)cc(C)n34)CC2)cc1	-14	1	-15	5	5	-2	-1.3	0.97
NC(=O)CCn1c(C(=O)c2cc(Cl)c(N)c(Cl)c2)c2ccccc2[n+]1[O-]	0	-1	5	7	27	0	-1.0	1
C=C(c1cn(C(C)=O)c2ccccc12)c1cn(C(C)=O)c2ccccc12	0	-3	nt	20	-6	0	1.2	nt
COc1ccc(C(=O)CCC(=O)NCCc2ccccc2F)cc1	-2	0	-3	-15	10	-2	-0.7	1.1
Cn1c(=O)c2c(nc(N/N=C/c3ccco3)n2C)n(C)c1=O	-1	-1	7	31	23	-1	0.2	1.4
C[C@@H]1C(c2cccc(Cl)c2)=NN(c2ccc(Br)cc2)[C@H]1C(=O)N1CCOC1=O	9	-44	nt	29	-383	21*	1.6	nt
CCOc1ccc2cc(C(=O)NCc3ccccc3)c(=N)oc2c1	-7	-37	-23	-3	-292	4	1.3	0.89
CC(=O)c1ccc(COC(=O)Cc2ccc([N+](=O)[O-])cc2)cc1	2	2	-8	35	11	-3	0.3	1
COc1ccc(C(=O)OCC(=O)Nc2ccc3[nH]c(=O)[nH]c3c2)c(OC)c1OC	2	0	2	15	7	-2	-2.3	0.91
CC1CCC2C(C1)c1sc(=O)[nH]c1SC2(C)C (configuration not stated)	-1	0	-9	-3	13	0	6.2	0.9
C[C@@H](C(=O)NCc1ccccc1)[C@@H]1C[C@@]1(C)[C@@H](NC(=O)OCc1ccccc1)c1ccccc1	-1	4	-4	-6	10	-2	1.6	0.95
CC(=NNC(=O)CCC(=O)Nc1ccccc1Cl)c1ccco1	-2	2	-11	1	3	1	-1.7	1
O=C(Nc1ccccc1)N1CCN(Cc2ccc(Cl)cc2)CC1	-16	1	4	2	15	2	1.2	0.86
Cc1nc(CCNC(=O)C2CCC(=O)N(Cc3ccc(Cl)cc3)C2)sc1C (configuration not stated)	2	0	-4	-20	0	-3	0.6	1.1
Cc1cccc2nc(CSc3nc4cc([N+](=O)[O-])ccc4s3)cn12	10	2	-23	-6	13	-4	3.5	1.1
O=C(c1cccs1)n1nc(-c2ccccc2)nc1NCc1ccc(F)cc1	1	2	-22	17	-7	-5	2.5	0.97
Cc1cc(C)c(NC(=O)Cn2nnc(C(=O)NCc3ccco3)c2N)c(C)c1	-2	2	3	-15	19	-1	0.0	0.82
O=C(NCCN1CCOCC1)c1cc(-c2ccccc2)on1	-5	2	-6	6	8	nt	-0.3	1.1
COc1cc(=O)[nH]c(SC(C)C(=O)Nc2nc3c(s2)CCCC3)n1 (configuration not stated)	-5	-4	-14	-7	9	1	0.0	0.89
The listing continues.
SMILES	ATG4B inh	SENP1 inh	SENP6 block	PfGluPho inh	SENP8 block	NR3A LBD binder	MPTP block	hIAP act
CNS(=O)(=O)c1cn(CC(=O)NCc2ccc(F)cc2)cc1S(=O)(=O)NC	-4	0	-18	-5	5	-1	-0.3	0.92
Cc1ccn2c(=O)nc(SCC(=O)NC3CCCC3)nc2c1	0	-72	-14	0	-60	-1	-0.2	1
COCCNC(=O)C(c1ccc(C)o1)N(C(=O)c1snc(C(N)=O)c1N)c1ccc(C)cc1 (configuration not stated)	-11	-20	-3	12	-274	nt	0.5	1.5
CCOc1cc(NC(=S)NCc2ccco2)c(OCC)cc1NC(=O)CC	-10	2	0	9	12	-1	0.3	0.95
C[C@@H](O)CC#Cc1ccc2oc(=O)c(-n3cc(-c4ccsc4)nn3)cc2c1	-9	4	-14	-16	-421	0	0.1	1
CCOC(=O)c1cnc2ccc(C)cc2c1OCc1cc(F)cc(F)c1	-7	-5	3	24	-3	2	-2.9	1.1
O=C(c1ccco1)N1CCN(C(=O)C2CC(c3ccc(Cl)cc3)=NO2)CC1 (configuration not stated)	-9	0	-16	8	24	0	-1.2	0.93
COc1ccc(-c2nonc2NC(=O)c2oc3ccccc3c2C)cc1OC	3	-2	-27	-11	5	2	0.0	1.2
Cc1[nH]c2ccccc2c1C1(O)C(=O)N(C(C)C)c2ccccc21 (configuration not stated)	-8	-10	-6	10	0	-1	3.3	0.97
COC(=O)C1(C(F)(F)F)C2C=CC(C2)N1S(=O)(=O)c1ccc(C)cc1 (configuration not stated)	1	1	-33	-9	3	-3	0.4	1.2
CCCCc1nc(SCC(=O)N2CCOCC2)c2c(=O)n(C)c(=O)n(C)c2n1	-2	-3	11	-13	12	0	-0.5	0.87
OCC1(Cc2ccc(F)cc2)CCCN(Cc2ccc(F)cc2Cl)C1 (configuration not stated)	6	-9	-12	8	-5	-3	0.7	1
COc1ccc(OC(=O)NCCc2ccccc2)cc1	-5	-12	-14	-5	13	1	2.0	0.99
O=C(O)c1cc2ccccc2cc1Nc1ccccc1	11	2	12	-26	38	0	5.4	1
CCOc1ccccc1C(=O)N1CCN(c2cccc(Cl)c2)CC1	0	2	-10	9	12	-1	1.3	0.93
O=C(CSc1nccc(-c2cccs2)n1)Nc1ccc(F)c(Cl)c1	-9	3	-9	2	17	9	-3.6	0.88
CC1CCCCC1NC(=O)CCS(=O)(=O)c1cccc2nonc12 (configuration not stated)	-11	1	3	-2	13	2	0.4	0.91
COC(=O)c1cc(OC)c(OC)cc1NC(=O)CSc1nnnn1Cc1ccccc1	-13	1	-4	-7	-22	-6	0.2	0.93
CC(=O)n1cc(/C=N/NC(=O)c2ccc(Cl)cc2)c2ccccc21	26	-1	-2	7	-5	15*	-0.2	1.1
Cc1ccc(N2C(=O)CC(NCC3CCCO3)C2=O)cc1 (configuration not stated)	-3	3	5	-1	3	-1	-0.4	1.1
O=C(NCCn1cccn1)C1CCC(=O)N(CCc2ccccc2)C1 (configuration not stated)	-8	0	-1	5	8	2	-3.2	1.2
Cc1ccccc1NC(=S)NC1CC2CCC(C1)N2Cc1ccco1 (configuration not stated)	2	1	-12	0	8	-2	-0.3	0.96
COc1cc(C)c(S(=O)(=O)n2nnc3ccccc32)cc1C	-1	1	-1	0	10	10	-1.1	1.1
CC(C)C(=O)Nc1ccc(C(=O)NNC(=O)c2cccs2)cc1	-3	1	4	-6	6	1	-0.5	0.93
Cc1c(C(C)C)c(=O)n(-c2ccc(S(=O)(=O)NC(C)C)cc2)n1C	-5	2	1	-3	11	-1	0.2	0.95
Other entries follow.
SMILES	ATG4B inh	SENP1 inh	SENP6 block	PfGluPho inh	SENP8 block	NR3A LBD binder	MPTP block	hIAP act
COCCSc1ccccc1C(=O)Nc1cc(C)on1	1	1	1	14	8	3	-0.8	1.1
Cn1c(=O)c2c(nc(SCc3ccc(F)cc3)n2C)n(C)c1=O	-5	-1	-6	-8	11	0	-0.2	0.86
COc1cccc(C2=NOC(C(=O)Nc3ccc4c(c3)OCO4)C2)c1OC (configuration not stated)	-3	0	-10	14	12	0	2.1	0.91
COc1ccc(NC(=O)Nc2nnc(CC(=O)NCc3ccccc3)s2)cc1	-1	0	9	-7	4	-4	1.4	1
Cc1cc2ncn(S(=O)(=O)c3ccc(S(N)(=O)=O)cc3)c2cc1C	0	-2	nt	-17	5	-1	-0.7	nt
COn1c(=O)c(=O)n(O)c2ccccc21	-15	1	-13	-8	25	0	-0.1	0.83
COc1ccccc1N1CCN(C(=O)COc2ccc(S(=O)(=O)NC(C)C)cc2)CC1	10	1	-12	-17	15	-3	-2.1	1.1
CCOc1ccc(OCCNC2CCCC2)cc1	-3	3	-28	8	12	-2	-1.4	1
CCCc1[nH]nc2c1C1(CCN(C(=O)OCc3ccccc3)CC1)C(C#N)=C(N)O2	2	-37	-27	-8	15	-12	-2.2	1.2
Oc1ccc(/C=N/N=C/c2ccc(O)c(O)c2)cc1O	-3	3	6	17	39	28*	-0.4	1
CC(=O)N1CCN(c2ccc(NC(=O)c3cccc(C)c3)cc2)CC1	-1	0	-6	-17	14	2	0.1	1.1
N#CCC(=O)N/N=C/c1cc(-c2ccccc2)n(-c2ccc(Cl)cc2)c1-c1ccccc1	0	nt	0	3	nt	1	nt	1.1
Cc1cc(C(C)(C)C)cc(C)c1COC(=O)c1cccnc1	-5	0	-9	-5	10	1	-0.9	0.9
CCS(=O)(=O)N1CCC(NC(=O)c2ccco2)CC1	-1	2	4	0	17	1	-0.6	0.88
COc1ccc(OC)c(C2Nc3ccccc3NC3=C2C(=O)CC(C)(C)C3)c1 (configuration not stated)	-4	-2	-18	-2	0	-1	0.9	1.1
COCc1c(C(=O)OCc2nc(N)nc(Nc3ccccc3C)n2)oc2ccccc12	-1	0	-1	10	13	3	-0.6	0.86
CC(CCc1ccccc1)NC(=O)CCNC(=O)c1ccccc1Cl (configuration not stated)	-3	2	0	-7	20	1	0.9	1.2
CN1C(C(=O)NCc2cccc(Br)c2)CC2Cn3c(nc4cc5ccccc5cc43)C21 (configuration not stated)	-5	0	11	8	-57	0	-1.1	1.2
O=C(NCc1ccc2c(c1)OCO2)C1CC(=O)N(CCc2ccc(F)cc2)C1 (configuration not stated)	-4	-1	-14	10	-5	1	-0.5	1
O=C(Cn1c(=O)oc2cccnc21)Nc1ccccc1Oc1ccc(Cl)cc1Cl	-6	nt	-14	12	nt	-1	nt	1.1
O=C(CSc1nnnn1-c1ccc2c(c1)CCC2)Nc1ccc2c(c1)OCCO2	-16	0	-6	3	4	-22	9.9	1.1
O=S(=O)(/C=C/c1ccccc1)N1CCc2ccccc2C1	3	0	-16	-3	13	1	-0.8	0.89
CCC(NC(=O)c1ccccc1NC(=O)C(C)(C)C)C(=O)N1CC(C)OC(C)C1 (configuration not stated)	0	-1	-22	-2	-139	-1	0.7	0.86
COc1cccc(OCCn2cc(/C=N/NC(=O)c3ccncc3)c3ccccc32)c1	-36	0	-2	1	-33	-5	-4.4	1.3
COCCCNC(=O)c1cccc(S(=O)(=O)N2CC3(C)CC2CC(C)(C)C3)c1 (configuration not stated)	-6	1	0	1	14	1	-0.4	0.95
CCCCNC(=O)CC1N=C2c3ccccc3N=C(SCC(=O)Nc3ccccc3C)N2C1=O (configuration not stated)	-12	3	-15	8	-349	18*	1.2	1.1

Complete entries, looked up by structure. Values in the order: ATG4B inh, SENP1 inh, SENP6 block, PfGluPho inh, SENP8 block, NR3A LBD binder, MPTP block, hIAP act
Record of COc1ccc(-c2nonc2NC(=O)c2oc3ccccc3c2C)cc1OC : 3, -2, -27, -11, 5, 2, 0.0, 1.2
Record of Cc1nc(CCNC(=O)C2CCC(=O)N(Cc3ccc(Cl)cc3)C2)sc1C (configuration not stated) : 2, 0, -4, -20, 0, -3, 0.6, 1.1
Record of Cc1cc(C(C)(C)C)cc(C)c1COC(=O)c1cccnc1 : -5, 0, -9, -5, 10, 1, -0.9, 0.9

Given with two lines to a compound: entries from further up
Each structure is followed by: ATG4B inh | SENP1 inh | SENP6 block | PfGluPho inh | SENP8 block | NR3A LBD binder | MPTP block | hIAP act
> COc1ccc(OC(=O)NCCc2ccccc2)cc1
 : -5 | -12 | -14 | -5 | 13 | 1 | 2.0 | 0.99
> O=C(O)c1cc2ccccc2cc1Nc1ccccc1
 : 11 | 2 | 12 | -26 | 38 | 0 | 5.4 | 1
> CCOc1ccccc1C(=O)N1CCN(c2cccc(Cl)c2)CC1
 : 0 | 2 | -10 | 9 | 12 | -1 | 1.3 | 0.93
